# Screens from PubChem BioAssay.
# Apoferritin bind: qHTS Assay for Identification of Novel General Anesthetics; Ferritin light chain (Equus caballus), P02791; apoferritin/1-aminoanthracene competitive binding, fluorescence; Potency, µM (doses to about 77.5 µM), for the others: at the top dose activity change, negative = displacement, actives largely listed as inhibitors; 350,000 compounds, 0.074% hits; AID 485281, 2010; also: potency is read from the fitted curve at half-maximal effect; % is scaled to controls: 0 for no effect and ±100 for the full control effect; nearly all actives have a fitted effect of over 20% in size
# Target sequence (P02791 2-175 limits assumed): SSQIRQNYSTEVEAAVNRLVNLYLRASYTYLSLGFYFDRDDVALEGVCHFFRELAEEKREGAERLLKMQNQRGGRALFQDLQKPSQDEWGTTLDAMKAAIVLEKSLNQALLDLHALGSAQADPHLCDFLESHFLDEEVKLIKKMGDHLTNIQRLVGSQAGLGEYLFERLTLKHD
#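 Probe: 1-aminoanthracene (50% saturated, PBS). Protein: horse-spleen apoferritin, 10 uM. Incubation: 10 min, room temperature. Detection: 380 nm excitation, 535 nm emission. Analysis: normalized response, four-parameter Hill.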
# Tb PGK inh: qHTS Assay to Find Inhibitors of Phosphoglycerate Kinase; PGK/GAPDH coupled, Kinase-Glo luminescence, 60 min; Phosphoglycerate kinase, glycosomal (Trypanosoma brucei brucei), P07378; AID 602233, 2012; Potency, µM (series often up to 57.5 µM), for inactives: at the top dose activity change, negative = inhibition, usual class: inhibitors; 380,000 compounds, 0.043% hits; also: potency is read from the fitted curve at half-maximal effect; % is scaled to controls: 0 for no effect and ±100 for the full control effect; nearly all actives have a fitted effect of over 60% in size
# Target sequence (P07378 whole entry, looked up): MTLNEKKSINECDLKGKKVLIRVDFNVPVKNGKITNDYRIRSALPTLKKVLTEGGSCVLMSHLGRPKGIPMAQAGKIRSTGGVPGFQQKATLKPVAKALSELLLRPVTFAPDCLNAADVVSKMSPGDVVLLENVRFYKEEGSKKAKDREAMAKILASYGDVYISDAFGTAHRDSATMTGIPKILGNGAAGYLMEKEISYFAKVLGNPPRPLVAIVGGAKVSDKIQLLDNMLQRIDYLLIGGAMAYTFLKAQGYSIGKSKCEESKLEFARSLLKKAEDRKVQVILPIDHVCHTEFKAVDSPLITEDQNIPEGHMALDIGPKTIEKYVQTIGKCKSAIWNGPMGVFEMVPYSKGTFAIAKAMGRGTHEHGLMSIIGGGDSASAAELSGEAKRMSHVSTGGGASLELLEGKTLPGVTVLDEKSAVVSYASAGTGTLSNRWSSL
#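 Luminescent ATP detection (Kinase-Glo Plus) follows a 60-minute room-temperature incubation, with wells lacking PGK as controls. Buffer: 100 mM TEA (pH 7.6), 5 mM MgCl2, 0.01% Tween-20. Coupling enzyme GAPDH (100 nM final) supplies unstable 1,3-BPG in-well.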
# POLH inh: qHTS for Inhibitors of Polymerase Eta. Potency, µM (top dose mostly 114 µM), without a hit: at the highest dose activity change, negative = inhibition, most hits filed as inhibitors. DNA polymerase eta (Homo sapiens), Q9Y253. 390,000 compounds, 1.2% hits. recombinant Pol eta, fluorescent DNA replication assay. AID 588591, 2011; also: potency is read from the fitted curve at half-maximal effect; % is scaled to controls: 0 for no effect and ±100 for the full control effect
#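 Pol eta at 10 nM preincubated with compounds 15 min at room temperature; reaction started with fluorescent substrate (50 nM final) and read kinetically at 0 and 10 min.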
# Pol iota inh: qHTS for Inhibitors of Polymerase Iota; Pol iota fluorescent replication assay, 10 min; Potency, µM (doses to about 115 µM), inactives show top-dose activity, negative = inhibition, usual class: inhibitors; 390,000 compounds, 1% hits; also: potency is read from the fitted curve at half-maximal effect
#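 Fluorescent replication assay read twice, at 0 min and 10 min after adding 50 nM (final) substrate. Enzyme (10 nM) and compounds were first incubated 15 min at room temperature; enzyme-free buffer wells were negative controls.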
# RXFP1 antagonist: qHTS Assay for Antagonists of the Relaxin Receptor RXFP1 | Relaxin receptor 1 (Homo sapiens), Q9HBX9 | HEK293-RXFP1, relaxin-stimulated cAMP HTRF, 30 min; active compounds read low | activity change, negative = inhibition, % at 57.5 µM | 350,000 compounds, 0.59% hits | AID 1259400, 2018;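 active = activity change of -60% or lower, but not beyond a set lower limit; inconclusive = change between -60% and -40%, or beyond the set limit; inactive = change above -40%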; also: % is scaled to controls: 0 for no effect and ±100 for the full control effect
# Pol beta inh: qHTS Assay for Inhibitors of DNA Polymerase Beta. P06746. Pol beta primer extension/strand displacement, fluorescence kinetic. Potency, µM (doses to about 114 µM), for inactives: top-dose activity change, negative = inhibition, most hits filed as inhibitors. 340,000 compounds, 1.3% hits. AID 485314, 2010; also: potency is read from the fitted curve at half-maximal effect; % is scaled to controls: 0 for no effect and ±100 for the full control effect
#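 Pol beta (10 nM) was preincubated with compound for 15 min at room temperature. The reaction was then started with 50 nM substrate and read immediately and after a further 10 min at room temperature.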
# Pol kappa inh: qHTS for Inhibitors of Polymerase Kappa. 400,000 compounds, 0.53% hits. DNA polymerase kappa (Homo sapiens), Q9UBT6. Potency, µM (series often up to 107 µM), without a hit: at the highest dose activity, negative = inhibition, most hits filed as inhibitors. purified Pol kappa, fluorescent DNA synthesis assay, 10 min; also: potency is read from the fitted curve at half-maximal effect; % is scaled to controls: 0 for no effect and ±100 for the full control effect
#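 Enzyme at 10 nM met test compounds for 15 min at room temperature. Substrate addition (50 nM final) began the reaction, which was monitored by fluorescence at 0 and 10 min.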
# APE1 inh: qHTS Assay for Inhibitors of the Human Apurinic/apyrimidinic Endonuclease 1 (APE1); DNA repair nuclease/redox regulator APEX1 (Homo sapiens), P27695; recombinant APE1, TAMRA/BHQ-2 abasic DNA cleavage fluorescence; Potency, µM (series often up to 65.8 µM), without a hit: at the highest dose activity change, negative = inhibition, most hits filed as inhibitors; 350,000 compounds, 0.35% hits;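 also: potency is read from the fitted curve at half-maximal effect; plate controls were vehicle for no effect and reference inhibitor for full effect; nearly all actives have a fitted effect of over 55% in size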
# Target sequence (P27695 whole entry, looked up): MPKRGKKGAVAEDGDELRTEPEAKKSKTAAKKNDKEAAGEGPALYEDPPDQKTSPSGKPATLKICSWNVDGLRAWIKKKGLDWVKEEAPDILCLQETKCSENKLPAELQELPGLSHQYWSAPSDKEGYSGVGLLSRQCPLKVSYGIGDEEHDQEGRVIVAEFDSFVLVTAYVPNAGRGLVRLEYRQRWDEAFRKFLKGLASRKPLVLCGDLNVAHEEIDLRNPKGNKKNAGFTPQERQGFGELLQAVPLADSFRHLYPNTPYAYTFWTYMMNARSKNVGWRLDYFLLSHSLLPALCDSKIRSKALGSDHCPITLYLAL
#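 0.75 nM APE1 + cpd, 15 min RT; start w/ 50 nM TAMRA/BHQ-2 THF-abasic dsDNA; kinetic fluor 525/598 nm ×3 reads @60 s; Δ(read3−read1); normalized to DMSO and NSC13755 control wells.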
# BLM helicase inh: qHTS Assay for Inhibitors of Bloom's syndrome helicase (BLM). RecQ-like DNA helicase BLM (Homo sapiens), P54132. recombinant BLM DNA unwinding, fluorescence dequenching. Potency, µM (doses to about 56.1 µM), inactives show top-dose activity change, negative = inhibition, hits mostly inhibitors. 350,000 compounds, 0.2% hits. AID 2528, 2010;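 also: potency is read from the fitted curve at half-maximal effect; plate controls were vehicle for no effect and no enzyme for full effect; nearly all actives have a fitted effect of over 35% in size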
# Numbers without * were called inactive; i = inactive; ? = inconclusive; . = no result given; & = joins results of further samples; [ ] = another dose, or the depositor's remark. Unless noted, calls follow the shape of the dose curve; as a rule, active = well fitted curve in the direction sought with a large enough effect; inconclusive = small, poorly fitted or top-dose-only effect, or another doubt; inactive = no such curve, though single readings can be large; an effect the other way counts as inactive or inconclusive. The list is partial; the hit share may differ from the screen's.
# Screens in order: Apoferritin bind | Tb PGK inh | POLH inh | Pol iota inh | RXFP1 antagonist | Pol beta inh | Pol kappa inh | APE1 inh | BLM helicase inh
COc1cc([N+](=O)[O-])ccc1NC(=O)CCCOc1cccc(C)c1
 : ? | 4% | ? | ? | 0 | 10% | -9% | 6% | -9%
COc1ccc(-c2noc(CCC(=O)Nc3ccc(C)c(C)c3)n2)cc1
 : -3% | 2% | -2% | 16% | -7 | 0% | -6% | -4% | -3%
Cc1ccc2oc(=O)c3cnn(CC(=O)NCCCOC(C)C)c3c2c1
 : 3% | -1% | -6% | 8% | 1 | ? | 11% | 0% | 2%
CC(C(=O)N=Nc1c(O)[nH]c2ccccc12)n1cnc2ccccc2c1=O (stereo not given)
 : -4% | -10% | -6% | 27% | -11 | 21% | -11% | -1% | 1%
Cc1cc2c(cc1S(=O)(=O)N1CC(C)CC(C)C1)OCC(=O)N2 (stereo not given)
 : -15% | -11% | -10% | 7% | -4 | 16% | 14% | 16% | 1%
Cc1ccc(OCC(=O)N/N=C\c2cccn2C)c([N+](=O)[O-])c1
 : 5% | -3% | -3% | 47%[activator] | -4 | ? | -10% | 14% | 0%
COCCNc1c2c(nc3c(-c4ccccc4)c(C)nn13)CCC2
 : -5% | -7% | -20% | 61%[activator] | -20 | 22% | -12% | ? | -2%
CCOC(=O)c1cc2c(=O)n3ccccc3nc2n(Cc2ccco2)c1=NC(=O)c1ccc(OCC)cc1
 : -11% | -9% | -5% | ? | . | 20% | -37% | . | -1%
Cc1ccc(-c2nnn(CC(=O)N(CCN3CCOCC3)C(C(=O)NC(C)(C)C)c3ccco3)n2)cc1 (stereo not given)
 : -7% | -4% | -15% | 99%[activator] | 15 | 26% | -18% | -5% | 2%
Cc1ccccc1OCC(=O)OC(C(=O)c1ccccc1)c1ccccc1 (stereo not given)
 : -14% | 3% | -22% | 84%[activator] | -4 | 1% | -3% | -4% | -5%
CN(C)c1ccc(NC(=O)CSc2nc(N)c(C(=O)Nc3ccc(N(C)C)cc3)s2)cc1
 : ? | -4% | -14% | -6% | -1 | 2% | 12% | 6% | -3%
O=C(O)CC(c1ccc(Br)cc1)N1Cc2ccccc2C1=O (stereo not given)
 : 6% | 8% | -11% | 13% | 0 | 18% | -4% | 37% | -2%
CCCCSc1nnc2c(n1)OC=Nc1ccccc1-2
 : 0% | -3% | -16% | 18% | 10 | 7% | 18% | -6% | -2%
O=C(O)CCCN1C(=O)C2C3C=CC(C2C1=O)C1C(=O)N(CCCC(=O)O)C(=O)C31 (stereo not given)
 : -2% | 3% | -11% | 70%[activator] | 17 | 14% | -10% | -1% | 4%
Cc1ccc2c(c1)C1CC(C)(O2)N(c2cccc(C(=O)NC3CCN(Cc4ccccc4)CC3)c2)C(=O)N1 (stereo not given)
 : 6% | -7% | -18% | 49%[activator] | -15 | 13% | -7% | 24µM* | 1%
O=C(Cc1cccc2ccccc12)Nc1ccc(O)cc1C(=O)O
 : -5% | 3% | -16% | 104%[activator] | -5 | -25% | 1% | -15% | -1%
Cc1ccc(NS(=O)(=O)c2cccc(C(=O)NC3CCN(Cc4ccccc4)CC3)c2)c(C)c1
 : . | -1% | -21% | 4% | -11 | . | 13% | . | .
O=C(COC(=O)c1ncc(Cl)c(Cl)c1Cl)NC1CCCCCC1
 : . | 5% | -3% | 21% | -25 | . | -6% | 3% | .
CC(=O)Nc1cc2c(cc1NC(=O)Cn1nnc(-c3ccc(C)o3)n1)OCCO2
 : 0% | -3% | -1% | 1% | 5 | ? | -3% | 2% | -4%
CCCn1nnnc1NCc1ccc(F)cc1
 : -7% | . | -19% | 7% | 5 | ? | -11% | -1% | -2%
CO/N=C(\C(=O)N[C@@H]1C(=O)N2C(C(=O)O)=C(COC(N)=O)CS[C@H]12)c1ccco1
 : -2% | -21% | 2.5µM* | 40µM* | . | ? | ? | -5% | 1%
COc1cc(C(=O)n2nc(C)c(Sc3ccc(Cl)cc3)c2C)cc(OC)c1OC
 : ? | 2% | 11% | ? | -6 | 6% | -7% | . | -2%
O=C1C=C(c2ccccc2)C(O)(c2ccccc2)C1 (stereo not given)
 : -17% | -1% | -5% | ? | 0 | 15% | 1% | -1% | -8%
CC(=O)N1c2ccc(S(=O)(=O)N3CCC(C(=O)Nc4ccc(C)cn4)CC3)cc2CC1C (stereo not given)
 : -11% | 8% | -14% | 29% | -8 | 20% | -2% | 18% | -1%
CCC1CCCCN1CCCNC(=O)c1nn(C)c2c1CS(=O)(=O)c1ccccc1-2 (stereo not given)
 : -2% | 1% | -2% | 2% | 4 | 3% | 9% | 3% | -10%
O=C(Cn1cccc1C(=O)c1ccccc1)NCc1ccc(F)cc1
 : 149%&-7%[activator] | 0% | -12% | -13%&28% | 6&4 | -7%&2% | 0%&1% | 14% | 1%&-1%
O=C(Nc1ccc(S(=O)(=O)N2CCOCC2)cc1)c1ccc([N+](=O)[O-])s1
 : . | 3% | -2% | -22% | -5 | . | -15% | 6% | .
CCCC(=O)N1CCN(c2nc3ccc(CC)cc3s2)CC1
 : -8% | -9% | -1% | 33%[activator] | 0 | 4% | -16% | 34%[activator] | -1%
CCN1C(=NCc2ccccc2)N[C@@H](c2ccccc2)[C@H](C(=O)OC)[C@H]1C
 : -7%&-9% | -10% | -14% | 33%[activator] | . | -25%&79% | 7% | 4%&-2% | 2%&1%
COC1=C(OC)c2ccccc2C(C(=O)O)N/C1=C(/C)Nc1ccncc1 (stereo not given)
 : -9% | 0% | -3% | 5% | -5 | -3% | -7% | -6% | -3%
CCOC(=O)c1cnn(C)c1NC(=O)c1ccc(Cl)cc1Cl
 : 11% | -3% | -7% | 159%[activator] | 1 | -1% | -13% | -4% | -2%
COC(=O)c1ccccc1N(C)S(=O)(=O)c1cc2c3c(c1)CC(=O)N3CCC2
 : ? | i | -16% | 7% | -3 | 1% | -1%[60.1 µM] | . | 1%
COc1ccc2c(c1)CCc1sc(NC(=O)c3ccc(C)cc3)nc1-2
 : 46%[activator] | -4% | -8% | -3% | 9 | 26% | -5% | -3% | -10%
Cn1c(N)c(C(=O)COC(=O)/C=C/c2ccc(OC(F)F)cc2)c(=O)n(C)c1=O
 : ? | -2% | -11% | 122%[activator] | -7 | 0% | -15% | -1% | -1%
O=C1NC(=Nc2ccc3ccccc3c2)S/C1=C/c1ccco1
 : ? | -5% | 35µM* | ? | -13 | 8.9µM* | ? | ? | 18µM*
O=C(NCc1ccccn1)C1CC(c2ccc(Cl)c(Cl)c2)=NO1 (stereo not given)
 : -20% | -2% | 2% | 7% | 3 | 21% | -12% | 0% | 3%
Cc1ccc(CNC(=O)CN2C(=O)CSc3c2c(C)nn3-c2ccccc2)cc1
 : -1% | -3% | -17% | 8% | . | 1% | 0% | . | -2%
O=C(NS(=O)(=O)c1ccc(NC(=O)C2CCCO2)cc1)c1ccccc1 (stereo not given)
 : -1% | i | -9% | -16% | -17 | -12% | -5% | 1% | 4%
CCOc1ccc(C(C)=O)cc1N1C(=O)C2C3C=CC(O3)C2C1=O (stereo not given)
 : -11% | -4% | 0% | 7%[58.9 µM] | 29 | 4% | -12% | -5% | 0%
O=[N+]([O-])c1cc(C(F)(F)F)cc([N+](=O)[O-])c1N1CCN(S(=O)(=O)c2ccccc2)CC1
 : -10% | -6% | -18% | 15% | 16 | 8% | -16% | -2% | -4%
C[C@H](Cc1nc2c(cnn2-c2ccccc2Cl)c(=O)[nH]1)C(F)(F)F
 : -12% | . | . | . | . | . | 4%[60.1 µM] | -6% | 2%
O=C1/C(=C\c2ccc([N+](=O)[O-])cc2)CCc2ccccc21
 : 5% | -9% | 2% | -7% | -2 | 27% | -12% | 0% | 3%
CC(C)C(=O)NCCc1c[nH]c2ccccc12
 : 0% | -10% | -7% | 1% | -7 | 10% | -17% | 8% | 0%

# An excerpt from above with just Tb PGK inh and Pol beta inh.
smiles	Tb PGK inh	Pol beta inh
O=C(Nc1ccc(S(=O)(=O)N2CCOCC2)cc1)c1ccc([N+](=O)[O-])s1	3%	.
CCC1CCCCN1CCCNC(=O)c1nn(C)c2c1CS(=O)(=O)c1ccccc1-2 (stereo not given)	1%	3%

# 6 of the entries above in order of their number in POLH inh, ascending:
canonical_smiles,Tb PGK inh,POLH inh,Pol iota inh,RXFP1 antagonist,Pol beta inh,Pol kappa inh,BLM helicase inh
Cc1ccc(CNC(=O)CN2C(=O)CSc3c2c(C)nn3-c2ccccc2)cc1,-3%,-17%,8%,.,1%,0%,-2%
COC(=O)c1ccccc1N(C)S(=O)(=O)c1cc2c3c(c1)CC(=O)N3CCC2,i,-16%,7%,-3,1%,-1%[60.1 µM],1%
O=C(Cn1cccc1C(=O)c1ccccc1)NCc1ccc(F)cc1,0%,-12%,-13%&28%,6&4,-7%&2%,0%&1%,1%&-1%
CCOC(=O)c1cnn(C)c1NC(=O)c1ccc(Cl)cc1Cl,-3%,-7%,159%[activator],1,-1%,-13%,-2%
CCC1CCCCN1CCCNC(=O)c1nn(C)c2c1CS(=O)(=O)c1ccccc1-2 (stereo not given),1%,-2%,2%,4,3%,9%,-10%
CCOc1ccc(C(C)=O)cc1N1C(=O)C2C3C=CC(O3)C2C1=O (stereo not given),-4%,0%,7%[58.9 µM],29,4%,-12%,0%
